Source: PubChem BioAssay
SW480 rerep – DNA re-replication induction in SW480 cells; SW480 DNA re-replication, Hoechst DNA content imaging, 48 h; Potency, µM (titrated, usually from 46.1 µM), without a hit: at the highest dose re-replication activation, actives largely listed as activators; 340,000 tested, 1.8% active; AID 624297; also: potency is read from the fitted curve at half-maximal effect; % of control where 0% means no effect; nearly all actives have a fitted effect of over 55% in size
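Treated cells incubate 48 hr (37 C, 5% CO2), are stained 40 min with Hoechst, and nuclear fluorescence is enumerated; a rise in nuclei with high DNA signal marks re-replication.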
D3 ag – agonists of human D3 dopamine receptor | P35462 | D3R DiscoveRx beta-arrestin cells, luminescence, 90 min | max activation, % | 410,000 tested, 0.58% active | AID 652048; in the data active = max activation above about 30%; also: 0% is about no effect; mostly tested at two doses, the higher about 12 µM
Target sequence (P35462 whole entry, looked up): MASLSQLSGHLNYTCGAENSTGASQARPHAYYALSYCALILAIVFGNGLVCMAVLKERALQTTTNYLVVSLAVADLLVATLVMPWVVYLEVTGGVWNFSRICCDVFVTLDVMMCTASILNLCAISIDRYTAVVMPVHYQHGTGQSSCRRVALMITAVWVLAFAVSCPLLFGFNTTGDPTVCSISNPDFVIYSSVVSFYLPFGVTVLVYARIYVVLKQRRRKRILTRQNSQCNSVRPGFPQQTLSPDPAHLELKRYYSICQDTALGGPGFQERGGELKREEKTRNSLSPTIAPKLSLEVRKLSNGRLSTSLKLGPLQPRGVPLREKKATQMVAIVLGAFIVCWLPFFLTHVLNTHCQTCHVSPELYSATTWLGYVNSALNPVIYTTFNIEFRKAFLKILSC
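Cells at 1500/well, incubated overnight, then treated with pinned compounds (dopamine as control) for 90 min at 37 degrees C. DiscoveRx reagent added for 30 - 60 minutes at room temperature; luminescence read.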
HT1080 IDH1KD tx – toxicity to HT-1080 IDH1 knockdown cells (counter line). Potency, µM (titrated, usually from 46.1 µM), without a hit: at the highest dose activity, negative = toxicity, most hits filed as cytotoxic. HT-1080 IDH1 knockdown viability, ATP luminescence, 48 h. 360,000 tested, 2% active. AID 686971;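 also: potency is read from the fitted curve at half-maximal effect; 0% = DMSO wells and -100% = cell-free medium wells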
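Cytotoxicity counter-line: IDH1KD HT-1080, 48 h, CellTiter-Glo. Curves classed by r2, magnitude and activity.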
HT1080-NT tox – kills 2HG-producing HT-1080-NT fibrosarcoma cells | Potency, µM (highest dose often 46.1 µM), for the others: at the highest dose activity, negative = less viability, actives largely listed as cytotoxic | AID 686970 | 360,000 tested, 1.6% active | HT-1080-NT fibrosarcoma viability, CellTiter-Glo ATP luminescence, 48 h;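 also: NT is the 2HG producing partner of a matched IDH1 knockdown line; potency is read from the fitted curve at half-maximal effect; 0% = DMSO-treated cells and -100% = media-only wells without cells; nearly all actives have a fitted effect of over 55% in size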
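Fibrosarcoma NT cells, 750 per well in 5% FBS RPMI, were exposed to compound for 48 hours. Viability: CellTiter-Glo luminescence.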
GLP-1R agonist – GLP-1 receptor (human) agonism | HEK293 GLP-1R CRE-luciferase, luminescence, 4-6 h; cells express a hypersensitive GLP-1R form | 380,000 tested, 0.007% active | Potency, µM (series often up to 45.6 µM), for the others: at the top dose activation, hits mostly activators | P43220 | AID 624172; also: potency is read from the fitted curve at half-maximal effect; % of control where 0% means no effect
Target sequence (P43220 whole entry, looked up): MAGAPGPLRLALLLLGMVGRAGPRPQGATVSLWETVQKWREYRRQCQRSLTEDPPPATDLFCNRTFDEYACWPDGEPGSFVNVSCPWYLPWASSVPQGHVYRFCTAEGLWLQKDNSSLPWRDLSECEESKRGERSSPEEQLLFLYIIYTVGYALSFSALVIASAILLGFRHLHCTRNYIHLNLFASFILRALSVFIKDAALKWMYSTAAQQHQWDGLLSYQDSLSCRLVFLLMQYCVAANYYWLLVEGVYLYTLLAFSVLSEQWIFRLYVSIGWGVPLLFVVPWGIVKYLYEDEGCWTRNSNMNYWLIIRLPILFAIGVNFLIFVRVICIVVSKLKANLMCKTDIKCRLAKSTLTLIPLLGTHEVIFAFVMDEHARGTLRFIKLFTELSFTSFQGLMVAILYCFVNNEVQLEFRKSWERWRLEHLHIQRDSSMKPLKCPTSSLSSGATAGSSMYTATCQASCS
KB-V1 MDR tox – kills drug-selected multidrug resistant KB-V1 cells | KB-V1 MDR cells viability, CellTiter-Glo, 72 h | Potency, µM (titrated, usually from 46.1 µM), for inactives: at the highest dose activity change, negative = cytotoxicity, most hits filed as cytotoxic | 400,000 tested, 3.4% active | AID 1347076; also: potency is read from the fitted curve at half-maximal effect; % is scaled to controls: 0 for no effect and ±100 for the full control effect; nearly all actives have a fitted effect of over 60% in size
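Cytotoxicity via CellTiter-Glo luminescence after 72 h compound exposure at 37 degrees C. Cells: drug-selected KB-V1 line, DMEM phenol-red free plus 10% FBS. Compounds tested at multiple concentrations; normalized data fitted to concentration-effect curves.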
DRD3 antagonist – blocks the human D3 dopamine receptor; P35462; D3R cells, DiscoveRx beta-arrestin luminescence, antagonist mode; stronger effect = lower value; max response, negative = inhibition, %; 360,000 tested, 2.5% active; AID 652054; in the data active = max response below about -50%; inconclusive = no clear call, values can overlap the other calls; also: % is scaled to controls: 0 for no effect and ±100 for the full control effect; mostly tested at two doses, the higher about 12 µM
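Cells plated overnight at 1500 cells/well, then exposed to library compounds with dopamine controls for 90 minutes at 37 degrees C. DiscoveRx reagent added for 30–60 minutes at room temperature; luminescence read, quantitative HTS format.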
KB-3-1 tox – kills parental KB-3-1 adenocarcinoma cells; 400,000 tested, 1.4% active; KB-3-1 viability, CellTiter-Glo ATP luminescence, 72 h; AID 1347075; Potency, µM (doses to about 46.1 µM), for the others: at the highest dose activity change, negative = cytotoxic, actives largely listed as cytotoxic; also: potency is read from the fitted curve at half-maximal effect; % is scaled to controls: 0 for no effect and ±100 for the full control effect; nearly all actives have a fitted effect of over 60% in size
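KB-3-1 cells, DMEM (no phenol red) + 10% FBS; compound by pin transfer, 72 h, 37 °C. Readout: CellTiter-Glo luminescence after 10 min. Data normalized, curve-fitted.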
IL1B secr inh – blocks inflammasome-driven IL-1 beta release | THP-1 LPS/ATP IL-1B secretion, AlphaLISA, 16 h; stronger effect = lower value | activity change, % at 57.5 µM | 360,000 tested, 4.7% active; in the data active = activity change below about -50%; inconclusive = mostly about -30% to -49%; also: % is scaled to controls: 0 for no effect and ±100 for the full control effect
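Secreted IL-1B measured by AlphaLISA bead assay after 16 h compound exposure of THP-1 cells; compounds (final up to 57.5 uM) added 1 h before LPS (250 ng/mL) and ATP (1.25 mM) stimulation; lower signal means less secretion.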
Numbers without * were called inactive; ? = inconclusive; . = no result given; & = joins results of further samples; [ ] = another dose, or the depositor's remark. Unless noted, calls follow the shape of the dose curve; as a rule, active = well fitted curve in the direction sought with a large enough effect; inconclusive = small, poorly fitted or top-dose-only effect, or another doubt; inactive = no such curve, though single readings can be large; an effect the other way counts as inactive or inconclusive.

SMILES	SW480 rerep	D3 ag	HT1080 IDH1KD tx	HT1080-NT tox	GLP-1R agonist	KB-V1 MDR tox	DRD3 antagonist	KB-3-1 tox	IL1B secr inh
O=C(Nc1cccc(F)c1)c1ccc(S(=O)(=O)N2CCCC2)cc1	-6%	-13	-16%	1%	-4%	1%	-2	?	-19
COc1ccc(C(C(=O)NC2CCCC2)N(CC2CCCO2)C(=O)Cc2cccs2)cc1OC (configuration not stated)	-17%	-4	1%	-8%	4%	-3%	22	0%	3
CN1CCN(c2ccc([N+](=O)[O-])cc2C(=O)Nc2ccccc2)CC1	19%	-15	-13%	-6%	8%	-10%	-20	-2%	-3
C=CCn1c(SCC#N)nc2ccccc2c1=O	0%	1	-10%	-3%	?	0%	0	-4%	18
Cc1cc(C)cc(C(O)c2ncc(-c3ccc(F)cc3)[nH]2)c1 (configuration not stated)	.	2	-19%	-26%	-1%	-1%	-13	0%	2
Cc1cc(NC(=O)C2CCCCC2C(=O)O)no1 (configuration not stated)	-4%	-7	5%	7%	-9%	6%	0	1%	16
CC(=O)N1c2ccc(S(=O)(=O)N3CCC(C(=O)Nc4cccc(Cl)c4)CC3)cc2CC1C (configuration not stated)	10%	10	?	-2%	-3%	-29%	28	?	15
Cc1ccc(C(=O)N/N=C\c2cccc(OC(=O)c3cccc(F)c3)c2)cn1	-11%	4	?	-18%	15%	10%	5	10%	8
CCCCn1nnnc1C1(C)CCC(=O)N1Cc1ccc(OC)c(OC)c1 (configuration not stated)	.	21	13%	18%	-2%	-8%	27	9%	0
COc1cc(CN2CCNC(=O)C2CC(=O)N(C)Cc2ncc[nH]2)cc(OC)c1 (configuration not stated)	-2%	-8	6%	-9%	1%	?	4	4%	5
O=C(CN1CCN(c2cccc(Cl)c2)CC1)Nc1nccs1	-6%	0	-7%	-8%	-3%	0%	4	12%	28
CNC(=O)OCc1cocc1COC(=O)NC	.	-10	19%	12%	0%	-4%	0	11%	-7
COc1ccc(-c2cc(C(=O)OC(C)C(=O)Nc3c(C)n(C)n(-c4ccccc4)c3=O)c3ccccc3n2)cc1 (configuration not stated)	.	7	3%	8%	-5%	-15%	17	0%	15
O=NN(Cc1cccnc1)C(=O)NC1CCCCC1	.	9	-18%	-19%	-6%	3%	-24	0%	-8
COc1cc2ccccc2cc1C(=O)N1CCN(c2ccccn2)CC1	-1%	2	0%	-8%	0%	-16%	6	13%	-12

The final 3 records of the section above open the next one:
SMILES	SW480 rerep	D3 ag	HT1080 IDH1KD tx	HT1080-NT tox	GLP-1R agonist	KB-V1 MDR tox	DRD3 antagonist	KB-3-1 tox	IL1B secr inh
COc1ccc(-c2cc(C(=O)OC(C)C(=O)Nc3c(C)n(C)n(-c4ccccc4)c3=O)c3ccccc3n2)cc1 (configuration not stated)	.	7	3%	8%	-5%	-15%	17	0%	15
O=NN(Cc1cccnc1)C(=O)NC1CCCCC1	.	9	-18%	-19%	-6%	3%	-24	0%	-8
COc1cc2ccccc2cc1C(=O)N1CCN(c2ccccn2)CC1	-1%	2	0%	-8%	0%	-16%	6	13%	-12
COc1ccc(-c2cc(C(F)(F)F)nc(S(C)(=O)=O)n2)cc1OC	4.1µM*	-7	?	?	-23%	-18%	-73*	-11%	-105*
CCN(CC)CCNC(=O)c1ccc(NC(=O)c2ccc(F)cc2)cc1	7%	-6	-2%	-14%	-1%	-8%	-23	0%	-7
COc1ccc(CCn2c(=O)[nH]c3cc(C(=O)N4CCN(c5ccccn5)CC4)ccc3c2=O)cc1OC	-2%	1	1%	15%	7%	-1%	17	2%	28
Cc1ccc2c(c1)/C(=N/N1C(=O)c3ccccc3C1=O)C(=O)N2	-1%	-1	0%	-1%	-15%	1%	-2	9%	6
CC1CC(C)(C)N(C(=O)CN2C(=O)CCC2=O)c2ccccc21 (configuration not stated)	6%	-3	4%	0%	7%	0%	-7	-4%	3
COc1nc(Nc2nc3ccccc3c(=O)[nH]2)nc2ccc(C)cc12	4.6µM*	-4	1.3µM*	1.3µM*	-6%	?	29	?	-82*
Cc1cc(Cl)c(S(=O)(=O)Nc2ccc(Cl)cn2)cc1OCC(N)=O	-3%	2	27%	10%	-5%	2%	?	1%	23
CCc1ccc(C(=O)/C=C/Nc2ccc(S(=O)(=O)Nc3cnc4ccccc4n3)cc2)cc1	2%&-4%	1&1	11%&4%	21%&-1%	11%&10%	14%&5%	5&0	15%&-2%	10&0
COc1cc(OC)cc(-c2c(-c3cccs3)c3cc(-c4ccc(SC)cc4)ccc3n2C)c1	?	3	-7%	1%	-5%	9%	12	-8%	1
CC(C)C[C@H]1CN([C@@H](Cc2ccccc2)CN2CCC[C@H]2CN2C(=O)C(=O)NC[C@@H]2Cc2ccc(O)cc2)C(=O)C(=O)N1CC1CCCCC1	.	2	?	?	-4%	0%	12	?	-94*
CC1CN(C(=O)c2ccccc2Sc2ccccc2C#N)CC(C)O1 (configuration not stated)	-2%	1	20%	13%	-2%	-10%	3	15%	-8
O=c1[nH]c(/C=C\c2cccs2)nc(O)c1[N+](=O)[O-]	-36%[inhibitor]	9	0%	-2%	0%	3%	-3	3%	0
COCc1cccc(-c2csc(C(C)(O)c3ccccc3)n2)c1 (configuration not stated)	.	4	-22%	10%	12%	-2%	13	0%	0
COc1ccc2[nH]c(=O)c(CN(Cc3ccco3)Cc3nnnn3Cc3ccccc3)cc2c1	2%	-1	-4%	-2%	5%	7.3µM*	32	-4%	-8
CC(/C=N/NC(=O)c1cc(-c2ccc3ccccc3c2)n[nH]1)=C\c1ccco1	?	2	?	?	17%	0%	16	?	-29
CCOC(=O)C1CCN(c2c(Nc3cc(C)cc(C)c3)c(=O)c2=O)CC1	?	9	4.6µM*	?	8%	?	1	?	24
COc1cc(O)c(C(CCN2CCOCC2)c2ccc(N(C)C)cc2)c(OC)c1 (configuration not stated)	-2%[9.22 µM]	-11	-2%	-9%	10%	3%	-18	-10%	-13
O=C(CSc1nnc(-c2ccc(O)cc2)o1)NNC(=O)c1ccncc1	0%	-1	17%	14%	1%	10%	5	2%	2
CCOc1ccc(NC(=O)[C@H](Cc2ccccc2)NC(=O)C2CCNCC2)cc1	-4%	-10	-3%	1%	-5%	8%	-22	4%	-19
COc1ccc(-c2cnc(C(O)c3ccc(C(C)(C)C)cc3)[nH]2)cc1 (configuration not stated)	.	1	-9%	-17%	3%	?	16	-19%	0
O=C(CCCSc1nc2ccccc2[nH]1)NCc1ccc(Cl)cc1	1%	-5	-16%	-12%	5%	-22%	-6	-3%	-2
COc1ccc(CN(C)C(=O)COC(=O)c2ccc(-c3ccccc3)cc2)c(OC)c1OC	-6%	2	-6%	2%	9%	-6%	5	2%	-3
COc1ccc(CN2CCN(C(=O)c3ccc4nc(N5CCOCC5)sc4c3)CC2)c(OC)c1OC	-1%	5	0%	1%	12%	?	6	-1%	47
Cc1cc(C)c(C#N)c(SCC(=O)N2CCN(Cc3ccccc3)CC2)n1	-7%	-5	5%[9.24 µM]	2%	1%	?	-13	-9%	1
CC(=O)Nc1cccc(-c2cc(NC=O)c3ncc(-c4cccc(C(C)=O)c4)n3c2)c1	.	5	?	?	19%	?	27	-28%	192
COc1cc(F)ccc1-c1csc(C(NC(C)=O)c2cccc(F)c2)n1 (configuration not stated)	.	3	2%	-12%	24%	-9%	1	-5%	-15
COc1ccc(N2CCN(c3ccc(C(N)=O)cc3[N+](=O)[O-])CC2)cc1	-44%[inhibitor][1.84 µM]	10	-16%	-8%	-5%	-4%	0	-28%	4
CC12C=CC(=O)C=C1CCC1C3CCC(O)(C(=O)CO)C3(C)CC(O)C12F (configuration not stated)	-2%	8	?	?	-3%	-1%	31	42%	-57*
CCc1cc2c3c(c(=O)oc2cc1OC)CCCC3	14%	3	-10%	-7%	4%	?	21	9%	18
COc1ccc(CN(C)Cc2nc(Cc3ccccc3Cl)no2)cc1OC	?	3	-1%	-3%	?	-21%	9	-23%	24
CC(C)(C)N(Cc1ccccc1)C(=O)COC(=O)C1CCN(c2ccc(C(F)(F)F)cn2)CC1	11%	1	-9%	?	10%	?	-15	?	2
Cc1cc2ncc(C(=O)Nc3ccccc3)c(C)n2n1	-1%	-10	0%	3%	-12%	2%	-2	9%	-1
COCCCNC(=O)c1c(N)n(/N=C/c2cccs2)c2nc3ccccc3nc12	7.3µM*	3	-1%	-4%	1%	-3%	30	-5%	1
CN(C)c1ccc(C2(O)C(=O)c3ccccc3C2=O)cc1	2%	6	19%	-2%	9%	0%	0	-1%	8
COc1cc(/C=C2\SC(N)=NC2=O)cc(OC)c1	27%	-9	-12%	-1%	-23%	0%	?	-9%	-11
COCc1ccc(O)c2ncccc12	26%	-26	5.8µM*	4.6µM*	-10%	12µM*	-78*	15µM*	118
C/C=C/C(=O)OCC(=O)Nc1c(Cl)cccc1Cl	-26%	0	15%	20%	1%	15%	27	6%	18
COc1ccc(Br)cc1/C=C/C(=O)NC(=S)Nc1ccc(CN2CCOCC2)cc1	-2%	-12	9%	6%	-2%	-8%	-11	4%	-3
Cc1cccc(NC(=O)CCc2c(C)nn(-c3ccc(N4CCOCC4)nn3)c2C)c1	0%	3	-6%	2%	2%	-20%	1	22%	-6
Cc1ccc(-n2nc3c(SCCN4CCOCC4)nnc(C)c3c2C)cc1	-10%	-1	0%	1%	-2%	-22%	-10	27%	-25
COc1ccc(C(C(=O)NC2CCCCC2)N(C(=O)c2csnn2)C2CC2)cc1 (configuration not stated)	-5%	4	2%	-15%	1%	?	13	4%	0
